PTAP TSG101 blk: qHTS Assay for Iinhibitors of HIV-1 Budding by Blocking the Interaction of PTAP/TSG101. 340,000 tested, under 10 active. AID 493005, 2010. Potency, µM (series often up to 115 µM), for the others: at the highest dose activity change, negative = inhibition, usual class: inhibitors. Fluorescence polarization, FITC-PTAP peptide / Tsg101 binding. Tumor susceptibility gene 101 protein (Homo sapiens), Q99816; active means well fitted inhibition curve with a large enough effect in the main read-out, with a control signal flat, not every such curve was filed as active; inconclusive means small, poorly fitted or top-dose-only effect, or effect the other way, or a change in a side signal; inactive means no such curve, though single readings can be large or run the other way; further: potency means the concentration at half of the fitted maximal effect; % of control where 0% means no effect
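Compounds were pin-transferred onto Tsg101 binding domain (10 uM final) in HEPES pH 7.5 buffer, then FITC-PTAP peptide was added at 50 nM final. After 20 min at RT, polarization reported peptide displacement across a qHTS concentration series.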
p53 reactivation: qHTS assay for re-activators of p53 using a Luc reporter | H1299 p53-A138V BP100-luciferase reporter, luminescence, 24 h | AID 504706, 2011 | actives 0.063% (n = 320,000) | Potency, µM (top dose mostly 92.2 µM), without a hit: top-dose activity change, positive = activation, hits mostly activators; further: potency means the concentration at half of the fitted maximal effect; % of control where 0% means no effect; nearly all actives have a fitted effect of over 45% in size
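p53-null H1299 cells stably carrying temperature-sensitive p53-A138V and a BP100-luciferase reporter were pinned with compounds (4-point, 1:5 series) and held 24 hrs at 37 deg C. Luminescence was read 10 min after detection reagent.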
ASM inhibitor: Inhibitors of Secretory Acid Sphingomyelinase (S-ASM): qHTS; Sphingomyelin phosphodiesterase (Homo sapiens), P17405; placental ASM, HMU-PC fluorogenic substrate, 60 min; Potency, µM (titrated, usually from 57.5 µM), for inactives: top-dose activity change, negative = inhibition, actives largely listed as inhibitors; actives 0.006% (n = 340,000); AID 504937, 2011; further: potency means the concentration at half of the fitted maximal effect
Target sequence (P17405 47-631 limits assumed): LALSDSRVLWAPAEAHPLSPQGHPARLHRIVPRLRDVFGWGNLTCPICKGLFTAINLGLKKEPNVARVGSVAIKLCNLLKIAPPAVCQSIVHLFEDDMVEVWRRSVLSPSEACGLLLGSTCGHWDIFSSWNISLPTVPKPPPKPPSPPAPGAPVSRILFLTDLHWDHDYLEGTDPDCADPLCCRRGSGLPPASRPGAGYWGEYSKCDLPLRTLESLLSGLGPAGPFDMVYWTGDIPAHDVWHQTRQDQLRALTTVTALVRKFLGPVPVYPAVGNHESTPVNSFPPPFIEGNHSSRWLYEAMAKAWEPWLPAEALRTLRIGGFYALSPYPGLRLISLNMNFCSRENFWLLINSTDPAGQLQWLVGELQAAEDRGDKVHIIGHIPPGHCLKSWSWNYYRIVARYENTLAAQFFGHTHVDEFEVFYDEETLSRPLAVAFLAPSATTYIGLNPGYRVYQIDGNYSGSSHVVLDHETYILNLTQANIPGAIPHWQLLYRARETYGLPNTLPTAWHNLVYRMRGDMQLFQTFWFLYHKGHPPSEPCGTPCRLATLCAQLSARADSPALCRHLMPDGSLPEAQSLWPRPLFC
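qHTS format. ASM enzyme prepared from human placenta hydrolyses the fluorogenic substrate HMU-PC0 (9 uM final) over 60 min at 37 °C after a 10 min compound preincubation.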
BRCA1 expr up: qHTS Assay to Identify Small Molecule Activators of BRCA1 Expression; AID 624202, 2012; MCF7-BRCA1-FFLuc reporter, luminescence, 48 h; response scale: scaled: vehicle 0%, 10 µM genistein 100%; Potency, µM (series often up to 46.1 µM), inactives show top-dose activation, actives largely listed as activators; actives 1.1% (n = 380,000); further: potency means the concentration at half of the fitted maximal effect; nearly all actives have a fitted effect of over 80% in size; some results filed as inactive show a strong effect at the top dose
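Compounds are tested at multiple concentrations on MCF7 BRCA1-luciferase reporter cells seeded at 2000 per well; after 48 h, a single luminescence end-point is taken and curves fitted to the normalized data.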
B2AR arrestin: qHTS assay of beta-arrestin-biased ligands of beta2-adrenergic receptor | Beta-2 adrenergic receptor (Homo sapiens), P07550 | beta-arrestin recruitment to beta2AR, cell-based reporter | Potency, µM (doses to about 46.1 µM), for the others: top-dose activation, most hits filed as activators | actives 0.02% (n = 330,000) | AID 492947, 2010;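 further: potency means the concentration at half of the fitted maximal effect; 0% = DMSO controls and full agonism = EC100 isoproterenol or metaproterenol; nearly all actives have a fitted effect of over 65% in size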
Target sequence (P07550 whole entry, looked up): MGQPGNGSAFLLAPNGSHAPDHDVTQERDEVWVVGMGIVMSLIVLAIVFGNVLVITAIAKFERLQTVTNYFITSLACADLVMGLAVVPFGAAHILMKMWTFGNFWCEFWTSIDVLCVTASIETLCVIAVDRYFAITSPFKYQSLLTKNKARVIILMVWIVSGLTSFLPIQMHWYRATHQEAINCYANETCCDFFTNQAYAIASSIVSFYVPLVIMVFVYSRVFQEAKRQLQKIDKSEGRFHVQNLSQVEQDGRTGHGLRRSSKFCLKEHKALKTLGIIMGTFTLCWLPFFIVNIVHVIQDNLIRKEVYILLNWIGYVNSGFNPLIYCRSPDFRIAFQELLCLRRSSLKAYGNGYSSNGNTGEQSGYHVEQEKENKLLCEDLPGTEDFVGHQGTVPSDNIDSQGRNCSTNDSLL
ELG1 genotoxic: qHTS screen for small molecules that induce genotoxicity in human embryonic kidney (HEK293T) cells expressing luciferase-tagged ELG1; HEK293T ELG1-luciferase reporter, luminescence, 16 h; Potency, µM (top dose mostly 46 µM), for the others: at the highest dose activity change, positive = activation, usual class: activators; actives 1.3% (n = 330,000); further: potency means the concentration at half of the fitted maximal effect; % of control where 0% means no effect; nearly all actives have a fitted effect of over 60% in size
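Genotoxicity was scored as increased ELG1-luciferase reporter signal, measured by ONE-Glo luminescence (30 min, room temperature). Compound or vehicle exposure of the HEK293T reporter cells lasted 16 hr at 37°C.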
a7 integrin act: qHTS for Activators of Integrin-Mediated Alleviation for Muscular Dystrophy | alpha7betagal myoblasts, beta-gal FDG fluorescence, 48 h | Potency, µM (highest dose often 38.3 µM), without a hit: top-dose activation, actives largely listed as activators | actives 0.064% (n = 350,000) | AID 624291, 2012;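 further: potency means the concentration at half of the fitted maximal effect; 100% = response of the positive control SU9516; nearly all actives have a fitted effect of over 60% in size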
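alpha7betagal+/- myoblasts (passage 13, 250/well) treated 48 h at 37C with compounds at 1:260 dilution of DMSO stock. Lysed, then beta-galactosidase activity read as FDG fluorescence (ex 480/em 540) after 30 min, with pre-read for autofluorescence.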
uPA surface inh: qHTS for Inhibitors of Cell Surface uPA Generation | cell surface uPA generation assay, qHTS | Potency, µM (highest dose often 38.3 µM), inactives show at the top dose activity change, negative = inhibition, hits mostly inhibitors | actives 0.31% (n = 330,000); active means well fitted inhibition curve with a large enough effect; inconclusive means small, poorly fitted or top-dose-only effect; inactive means no such curve, though single readings can be large or run the other way; tested in mouse RAW 264.7 cells; further: potency means the concentration at half of the fitted maximal effect; on the % scale 0 is the no-effect control and ±100 the full control effect; nearly all actives have a fitted effect of over 55% in size
TRPV1 agonist: HTS Assay for Compounds that Act as Agonists of the Vanilloid Receptor 1; TRPV1-expressing cells, Fluo-8 calcium influx, agonist mode; activation, % at 8.33 µM; actives 0.19% (n = 320,000); in the data active means activation above about 80%; inconclusive means between about 30% and that limit; further: 0% is about no effect
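Fluo-8 calcium influx in TRPV1-expressing cells, kinetic read (ex 480/em 520 nm). Compound added and read 3 min for agonist activity, followed by capsaicin at EC20 final and 2 min further read for enhancement.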
USP2a block: qHTS Assay for Inhibitors of Ubiquitin-specific Protease USP2a Using CHOP2 as the Reporter; actives 0.01% (n = 330,000); AID 463254, 2010; Potency, µM (series often up to 38.3 µM), for inactives: top-dose activity change, negative = inhibition, most hits filed as inhibitors; USP2 core, Ub-CHOP2 coupled fluorogenic reporter, 485/531; Ubiquitin carboxyl-terminal hydrolase 2 (Homo sapiens), O75604;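 further: potency means the concentration at half of the fitted maximal effect; plate controls were DMSO wells for no effect and full inhibition by NEM control for full effect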
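Cell-free coupled assay: 10nM USP2 core preincubated 30min RT with compound in Tris-HCl pH 8.0/CaCl2/CHAPS buffer, then 25nM Ub-CHOP2 and 25nM reporter substrate; fluorescence (Ex 485/Em 531) read after 60min RT, normalized to NEM inhibition, concentration-response curves fitted.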
Eya2 phos inh: qHTS Assay for Inhibitors of the Phosphatase Activity of Eya2; recombinant Eya2, OMFP fluorescence dephosphorylation (OMFP is methylfluorescein phosphate); Protein phosphatase EYA2 (Homo sapiens), O00167; actives 0.006% (n = 330,000); Potency, µM (titrated, usually from 76.9 µM), without a hit: at the highest dose activity, negative = inhibition, usual class: inhibitors; further: potency means the concentration at half of the fitted maximal effect; on the % scale 0 is the no-effect control and ±100 the full control effect
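Eya2 (0.2 uM) preincubated 10 min at ambient with compound, then OMFP substrate added at 50 uM; 10 min reaction in 50 mM HEPES pH 7.5, 50 mM NaCl, 5 uM MgCl2, 0.05% BSA, 1 mM DTT. Fluorescence read at Ex 485/Em 525 nm.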
* = called active by the depositor; ? = inconclusive; nt = not tested or not shown; & = joins results of further samples; [ ] = dose if it differs, or a comment. Unless noted, the call rests on the fitted dose curve; in most records, active means well fitted curve in the direction sought with a large enough effect; inconclusive means small, poorly fitted or top-dose-only effect, or another doubt; inactive means no such curve, though single readings can be large; an effect the other way counts as inactive or inconclusive.

(1) CC(C)Cn1c(N)c(C(=O)COC(=O)c2ccccc2C(=O)c2ccccc2)c(=O)n(C)c1=O
(2) O=C(Nc1ccc(O)c2c(=O)cc(-c3cccc(Cl)c3)oc12)c1cccc(Cl)c1
(3) CN(C)CCC(=O)c1ccc2c(c1)OCO2
(4) Cc1ccc(C)c(S(=O)(=O)NCCOC(=O)Nc2sc(=S)n(C)c2C)c1
(5) COCCCNc1ccnc2c(Cl)cccc12
(6) COc1ccc(Oc2nc(C)cc(C)c2S(=O)(=O)c2ccc(C)cc2)cc1

assay / entry	1	2	3	4	5	6
PTAP TSG101 blk	-3%	2%	-9%	-5%	3%	-2%
p53 reactivation	1%	-2%	-26%	-1%	4%	-3%
ASM inhibitor	-8%	-1%	1%	4%	-1%	-16%
BRCA1 expr up	-31%	-5%	-36%	-4%	6%	-32%
B2AR arrestin	0.5%	-1.1%	-0.2%	0.0%	-1.0%	0.1%
ELG1 genotoxic	-7%	?	1%	-7%	-2%	6%
a7 integrin act	-8%	-4%	-69%[inhibitor]	6%	-37%	-16%
uPA surface inh	-3%	-16%	-7%	-9%	-4%	-3%
TRPV1 agonist	nt	1	2	2	2	11
USP2a block	3%	-1%	0%	-3%	-1%	0%
Eya2 phos inh	-8%	0%	-9%	9%	-4%	-13%

Two of these compounds in another layout.
5. COCCCNc1ccnc2c(Cl)cccc12
  PTAP TSG101 blk: 3%; p53 reactivation: 4%; ASM inhibitor: -1%; BRCA1 expr up: 6%; B2AR arrestin: -1.0%; ELG1 genotoxic: -2%; a7 integrin act: -37%; uPA surface inh: -4%; TRPV1 agonist: 2; USP2a block: -1%; Eya2 phos inh: -4%

6. COc1ccc(Oc2nc(C)cc(C)c2S(=O)(=O)c2ccc(C)cc2)cc1
  PTAP TSG101 blk: -2%; p53 reactivation: -3%; ASM inhibitor: -16%; BRCA1 expr up: -32%; B2AR arrestin: 0.1%; ELG1 genotoxic: 6%; a7 integrin act: -16%; uPA surface inh: -3%; TRPV1 agonist: 11; USP2a block: 0%; Eya2 phos inh: -13%

(more compounds)
(7) C=CCC1c2cccc(C(=O)O)c2C(=O)N1c1ccc(F)cc1 (stereo unspecified)
(8) O=C(c1cc2ccccc2o1)N1CCOCC1
(9) CCN(CC(=O)Nc1c(F)cccc1F)C(=O)CCCc1c[nH]c2ccccc12
(10) CCN(C(=O)COC(=O)c1ccccc1NCc1ccco1)c1c(N)n(Cc2ccccc2)c(=O)[nH]c1=O
(11) C[C@@H]1CC[C@@]2(O[C@@H](CCO)C[C@H](O)[C@H]2O)O1
(12) Cc1nnc2sc(-c3ccc(NC(=O)CSc4ccc(Cl)cc4)cc3)nn12

assay / entry	7	8	9	10	11	12
PTAP TSG101 blk	-3%	-2%	-9%	-7%	-1%	-7%
p53 reactivation	nt	20%	-3%	nt	nt	3%
ASM inhibitor	0%	-2%	2%	nt	4%	-3%
BRCA1 expr up	5%	46%	-3%	-27%	6%	-25%
B2AR arrestin	nt	0.0%	-0.6%	nt	nt	0.0%
ELG1 genotoxic	nt	2%	-4%	nt	nt	1%
a7 integrin act	4%[7.66 µM]	18%	26%	-8%	14%	15%
uPA surface inh	nt	-4%	7%	-21%	0%	-4%
TRPV1 agonist	2	6	-1	nt	nt	10
USP2a block	nt	0%	-1%	nt	nt	1%
Eya2 phos inh	nt	-13%	0%	nt	nt	-4%

(13) COc1ccc(CNC(=O)C(C)OC(=O)CCN2C(=O)C3CC=CCC3C2=O)cc1 (stereo unspecified)
(14) COc1ccc(C(CNC(=O)C(CCSC)NC(=O)c2ccccc2Cl)N2CCCCC2)cc1 (stereo unspecified)
(15) CC(=O)NC(CCS(C)(=O)=O)C(=O)Nc1cc(C)on1 (stereo unspecified)
(16) Cc1nn2c(-c3ccccc3)ccnc2c1Br
(17) Nc1ncc(Br)cc1S(=O)(=O)NCCC(=O)N1CCN(c2ccccn2)CC1
(18) CN(C)CCN1C(=O)C2C3C=CC(C3)C2C1=O (stereo unspecified)

assay / entry	13	14	15	16	17	18
PTAP TSG101 blk	-2%	0%	-2%	-4%	0%	-4%
p53 reactivation	3%	0%	22%	6%	-1%	0%
ASM inhibitor	-3%	-2%	0%	-5%	-1%	-1%
BRCA1 expr up	-1%	24%	-3%	-2%	-12%	2%
B2AR arrestin	0.1%	-1.4%	-0.4%	0.4%	-0.4%	0.0%
ELG1 genotoxic	0%	-1%	6%	2%	-8%	0%
a7 integrin act	-21%	-15%	3%	-33%	1%	-7%
uPA surface inh	-1%	-3%	-1%	-12%	9%	5%
TRPV1 agonist	0	5	2	9	4	-1
USP2a block	3%	1%	-2%	8%	2%	2%
Eya2 phos inh	0%	14%	-22%	7%	2%	5%

(19) CC(=O)Nc1ccc(S(=O)(=O)N2CCN(c3cc(C)ccc3C)CC2)cc1
(20) CC1CCCCN1C(=O)CCS(=O)(=O)c1cc2c(cc1Cl)NC(=O)CO2 (stereo unspecified)
(21) Cc1cccc(CC(=O)NCC2CCCCC2)c1
(22) Cc1cc(C)c(C#N)c(Nc2cccc(C)c2C)n1
(23) Cc1ccccc1CN1C[C@@H]2C[C@@H](c3cn[nH]c3-c3ccc(F)cc3)N3CCC[C@@]23C1=O
(24) O=S(=O)(c1ccc(-c2cnc(C3CC3)o2)cc1)N1CCN(c2ccccc2)CC1

assay / entry	19	20	21	22	23	24
PTAP TSG101 blk	-1%	-2%	-11%	-2%	-2%	-7%
p53 reactivation	1%	9%	?	?	-4%	-4%
ASM inhibitor	-14%	3%	-3%	-1%	3%	3%
BRCA1 expr up	-11%	-4%&10%	10µM*	-21%	-51%	-11%&-7%
B2AR arrestin	-0.3%	0.2%	-0.6%	-0.7%	0.2%	0.4%
ELG1 genotoxic	1%	-1%	?	1%	-1%	14%
a7 integrin act	-5%	1%	15%	-26%	8%	-3%
uPA surface inh	-6%	-5%	17%	-10%	-2%	15%
TRPV1 agonist	27	7	?	5	4	1
USP2a block	4%	1%	-1%	0%	-1%	1%
Eya2 phos inh	-7%	-1%	-10%	-12%	15%	1%

(25) CCCCn1c(SCC(=O)NCc2ccco2)nnc1-c1ccoc1C
(26) CCCCCCP(=O)(O)c1ccccc1
(27) C/C(=N\NC(=O)c1ccccc1)c1ccc(N2CCOCC2)cc1
(28) Cc1cc(C)c2nc(SCC(=O)NCCN3C(=O)CSC3=O)cc(C)c2c1
(29) Cc1ccc(C2=NN(S(=O)(=O)c3ccccc3)C(c3ccco3)C2)cc1 (stereo unspecified)
(30) CN(C)CC(CCC(CN(C)C)C(=O)c1ccccc1)C(=O)c1ccccc1 (stereo unspecified)
(31) COc1ccc(CC(=O)NCC(=O)N/N=C/c2c[nH]c3ccccc23)cc1
(32) O=C(Nc1ccc(S(=O)(=O)N2CCOCC2)cc1)c1ccc(Br)o1
(33) Cc1cccc(N(CC(=O)NC2CCCC2)C(=O)CS(=O)CC(=O)Nc2ccc3c(c2)OCO3)c1 (stereo unspecified)

assay / entry	25	26	27	28	29	30	31	32	33
PTAP TSG101 blk	-5%	-4%	-3%	-1%	-4%	-1%	nt	0%	-1%
p53 reactivation	-4%	0%	20%	-9%	-2%	-13%	-8%	8%	17%
ASM inhibitor	-6%	-1%	2%	0%	-1%	2%	-1%	-1%	4%
BRCA1 expr up	-5%	-7%	43%	-11%	-24%	-92%[inhibitor]	0%	2%	5%
B2AR arrestin	0.1%	0.3%	-0.2%	0.3%	-1.4%	0.8%	-0.2%	-0.4%	-0.5%
ELG1 genotoxic	-2%	1%	8%	2%	-5%	-16%	0%	-4%	-1%
a7 integrin act	17%	16%	-4%	3%	-28%	-17%	-13%	14%	-6%[7.66 µM]
uPA surface inh	3%	1%	0%	20%	-25%	-7%	15%	6%	nt
TRPV1 agonist	0	3	9	3	4	2	-6	-12	-4
USP2a block	0%	1%	3%	3%	-1%	5%	0%	1%	1%
Eya2 phos inh	7%	4%	-27%	-4%	9%	-2%	-5%	3%	15%

Screens from PubChem.
